NIH3T3 tox = Cytotoxic Profiling in NIH 3T3 Cell Line of Diverse Libraries Using Quantitative High-Throughput Screening; NIH 3T3 viability, CellTiter-Glo ATP luminescence, 48-72 h; Potency, µM (doses to about 96.7 µM), without a hit: top-dose activity change, negative = cytotoxicity, hits mostly inhibitors; 94,000 compounds, 4.3% hits; AID 1345082, 2018; also: potency is read from the fitted curve at half-maximal effect; nearly all actives have a fitted effect of over 55% in size
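NIH 3T3 cells at 400 cells/well received 23 nL of compound by pintool and were incubated 48 or 72 h at 37 °C. Viability was read as ATP-coupled CellTiter-Glo luminescence.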
HEK293 viab = GF-AFC viability counterscreen for inhibitors of alpha-synuclein gene (SNCA) expression; HEK-293-SNCA-luc viability, GF-AFC fluorescence, 24 h; Potency, µM (top dose mostly 57.1 µM), without a hit: at the highest dose activity change, negative = cytotoxicity, actives largely listed as cytotoxic; 150,000 compounds, 0.12% hits;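 also: potency is read from the fitted curve at half-maximal effect; 0% = DMSO-treated cells and -100% = medium-only wells without cells; nearly all actives have a fitted effect of over 30% in size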
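HEK-293-SNCA-luc cells (1500/well) plated 24 h, then exposed 24 h to a dilution series; GF-AFC added 30 min at 37C, fluorescence 405/540 nm; normalised to medium-only and DMSO wells, Hill fit.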
SNCA expr inh = Primary qHTS assay for inhibitors of alpha-synuclein gene (SNCA) expression; Potency, µM (top dose mostly 57.2 µM), inactives show top-dose activity change, negative = inhibition, most hits filed as inhibitors; 140,000 compounds, 0.17% hits; AID 1671194, 2021; HEK-293 SNCA-luciferase knock-in, luminescence, 24 h;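 also: potency is read from the fitted curve at half-maximal effect; plate controls were DMSO cells for no effect and cell-free wells for full effect; nearly all actives have a fitted effect of over 45% in size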
IP6K1 inhibitor = Primary qHTS assay for small molecule inhibitors of Inositol hexaphosphate kinase 1 (IP6K1); Inositol hexakisphosphate kinase 1 (Homo sapiens), Q92551; IP6K1 kinase, ADP-Glo luminescence, 2 h; stronger effect = lower value; activity change, % (series mostly up to about 58 µM); 140,000 compounds, 0.81% hits; AID 1645851, 2021; in the data active = activity change below about -25%
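ADP-Glo luminescence measures ADP made by human IP6K1 during a 2 h RT reaction with ATP/IP6 (mix at 1.3 mM/130 uM); top library doses 57.5 and 19.1 uM final.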
GPT2 inh = Primary qHTS assay for inhibitors of Glutamate pyruvate transaminase 2 (GPT2) | Alanine aminotransferase 2 (Homo sapiens), Q8TD30 | Recombinant GPT2, coupled pyruvate oxidase/HRP Amplex Red fluorescence | Potency, µM (top dose mostly 57.7 µM), inactives show at the highest dose activity change, negative = inhibition, actives largely listed as inhibitors | 100,000 compounds, 0.25% hits | AID 1671188, 2021; also: potency is read from the fitted curve at half-maximal effect; nearly all actives have a fitted effect of over 60% in size; many of its hits are not listed in these tables
Target sequence (Q8TD30 whole entry, looked up): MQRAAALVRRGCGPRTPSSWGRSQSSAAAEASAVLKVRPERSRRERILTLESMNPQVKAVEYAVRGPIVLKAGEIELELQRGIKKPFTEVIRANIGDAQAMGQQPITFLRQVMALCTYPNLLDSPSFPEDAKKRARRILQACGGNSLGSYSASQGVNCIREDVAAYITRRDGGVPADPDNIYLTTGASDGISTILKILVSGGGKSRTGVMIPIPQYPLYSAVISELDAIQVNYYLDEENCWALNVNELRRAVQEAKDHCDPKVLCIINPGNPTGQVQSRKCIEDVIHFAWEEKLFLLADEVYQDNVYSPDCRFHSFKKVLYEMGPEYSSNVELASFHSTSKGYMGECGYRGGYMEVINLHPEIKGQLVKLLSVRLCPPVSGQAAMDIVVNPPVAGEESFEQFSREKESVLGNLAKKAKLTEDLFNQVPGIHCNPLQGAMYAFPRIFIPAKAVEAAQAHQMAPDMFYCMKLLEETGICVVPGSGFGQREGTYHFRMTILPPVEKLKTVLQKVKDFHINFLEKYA
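Inhibition is scored from Amplex Red fluorescence generated when pyruvate oxidase and HRP act on pyruvate released by GPT2. Reactions contain 10ng/uL enzyme, 250uM a-KG and 2mM L-alanine and run 30 min at room temperature.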
HEK293 tox = Cytotoxic Profiling in HEK 293 Cell Line of Diverse Libraries Using Quantitative High-Throughput Screening; HEK 293 viability, ATP luminescence (CellTiter-Glo), 48-72 h; Potency, µM (series often up to 115 µM), for the others: top-dose activity change, negative = cytotoxicity, most hits filed as inhibitors; 94,000 compounds, 6.6% hits; also: potency is read from the fitted curve at half-maximal effect; nearly all actives have a fitted effect of over 60% in size
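Luminescence from cellular ATP, measured with CellTiter-Glo, indicates HEK 293 viability. Cells plated at 250 cells/well are treated with compound for 48 or 72 hr at 37 degree Celsius before reagent addition.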
Luciferase inh = Firefly luciferase inhibition profiling of diverse chemical library using quantitative high-throughput screening. Luciferin 4-monooxygenase (Photinus pyralis), P08659. purified P. pyralis luciferase, luminescence, biochemical. Potency, µM (series often up to 115 µM), for the others: at the top dose activity change, negative = inhibition, hits mostly inhibitors. 76,000 compounds, 2.5% hits. AID 1347043, 2019; also: potency is read from the fitted curve at half-maximal effect; nearly all actives have a fitted effect of over 65% in size
Target sequence (P08659 whole entry, looked up): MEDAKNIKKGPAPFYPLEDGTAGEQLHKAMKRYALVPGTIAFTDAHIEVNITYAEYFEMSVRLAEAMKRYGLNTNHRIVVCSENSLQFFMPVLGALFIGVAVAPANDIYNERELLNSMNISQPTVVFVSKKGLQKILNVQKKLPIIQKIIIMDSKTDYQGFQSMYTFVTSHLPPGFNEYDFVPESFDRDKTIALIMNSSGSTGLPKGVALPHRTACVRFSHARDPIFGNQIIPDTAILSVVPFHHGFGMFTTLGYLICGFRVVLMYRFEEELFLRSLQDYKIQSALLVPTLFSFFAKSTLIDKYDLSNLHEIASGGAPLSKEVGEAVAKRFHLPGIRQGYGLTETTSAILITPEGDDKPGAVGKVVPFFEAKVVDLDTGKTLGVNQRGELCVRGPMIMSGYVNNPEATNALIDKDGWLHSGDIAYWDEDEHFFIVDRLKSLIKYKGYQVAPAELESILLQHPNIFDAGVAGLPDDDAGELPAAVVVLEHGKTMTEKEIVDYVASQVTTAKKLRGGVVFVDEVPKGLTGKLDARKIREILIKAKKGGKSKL
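Purified P. pyralis luciferase (10nM final) in 50mM Tris acetate pH 7.5, 10mM Mg acetate, 0.01% Tween-20, 0.05% BSA with 10uM D-luciferin and 10uM ATP. Compounds titrated qHTS. Luminescence imaged on CCD.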
Starred values were filed as active, the others as inactive; i = inactive; ? = inconclusive; . = no result given; [ ] = remark or other dose. Unless noted, calls follow the shape of the dose curve; as a rule, active = well fitted curve in the direction sought with a large enough effect; inconclusive = small, poorly fitted or top-dose-only effect, or another doubt; inactive = no such curve, though single readings can be large; an effect the other way counts as inactive or inconclusive. Unless noted, % is scaled to controls: 0 for no effect and ±100 for the full control effect.

SMILES	HEK293 viab	Luciferase inh	GPT2 inh	NIH3T3 tox	SNCA expr inh	HEK293 tox	IP6K1 inhibitor
CCOc1ccccc1NC(=O)N1CC(N(CC)C2CCOCC2)C1	7%	.	i	-1%	-4%	3%	-5
COc1ccc(OCc2nc(C)c(CCO)c(=O)n2CC(=O)Nc2ccc(OC)c(OC)c2)cc1	-1%	4%	i	1%	-1%	-11%	3
O=C(c1ccccc1)N1CCC(C(=O)N2CCCC(c3nc4ccncc4[nH]3)C2)CC1 (centres undefined)	2%	.	3%	-11%	-6%	i	5
Cc1cccc(NC(=O)CN2CC3CC(C2)[C@H]2CCCC(=O)N2C3)c1 (some centres undefined)	-6%	1%	i	-4%	-22%	?	1
Cn1c(C(=O)Nc2ccc3c(c2)OCO3)cc2c1CCN(Cc1cccc(F)c1)C2	-6%	10µM*	?	?	101%[activator]	?	-8
CC(C)(C)n1nnnc1C1CC2(CCOCC2)C(=O)N1Cc1ccccc1F (centres undefined)	-3%	0%	i	-7%	39%[activator]	i	-4
O=C(Cc1ccc(F)cc1)NCCn1ccn2nc(-c3ccc(F)cc3)cc2c1=O	6%	?	i	?	-7%	?	-5
O=C(NC1CCCN(c2ccnc3ccnn23)C1)c1ccc2c(c1)OCO2 (centres undefined)	?	.	0%	?	21%	35µM*	-6
COCCN(CCOC)CC[C@@H]1CC[C@H](O)[C@@H](C(=O)NC2CC2)O1	6%[87.6 µM]	2%[172 µM]	i	-6%[174 µM]	21%[87.6 µM]	i	1
O=c1[nH]nc2n1CCN(Cc1ccccc1F)CC2	-4%	-15%	i	-8%	4%	?	-10
O=C(CCCCn1c(=O)c2ccccc2n(Cc2ccccc2F)c1=O)NCc1ccccc1Cl	11%	.	.	.	22%	.	-16
CCN1C(=O)CCC2(C(=O)Nc3ccc(C)cc3)CCCC=C12 (centres undefined)	-19%	?	i	-13%	92%[activator]	-5%	1
CCOC(=O)CC(NS(=O)(=O)c1cc(-c2cc(C)no2)ccc1C)c1ccc(C)cc1 (centres undefined)	4%	.	.	.	?	.	-11
O=C(Cn1ncc2c3ccccc3n(Cc3ccccc3)c2c1=O)N1CCCCCC1	-1%	.	.	.	-2%	.	15
Cc1ccc(-c2nnc([C@H]3CCN(c4nccc(C(F)(F)F)n4)C3)o2)cc1	4%[87.6 µM]	-16%[172 µM]	2%[88.5 µM]	?	-18%[87.6 µM]	-16%[172 µM]	12
Cn1c(SCc2ccccc2F)nc2c([nH]c3ccccc32)c1=O	3%	.	.	.	26%	.	52
Cc1ccc2c(c1)NC(=O)C(CC(=O)Nc1ccccc1Cl)O2 (centres undefined)	-11%	.	.	.	27%	.	-11
CCCOc1ccc(Cl)cc1CNC(=O)C1CCN(CC(N)=O)CC1	1%	11%	-5%	1%	12%	-3%	-13
O=C1NC2(CN(CC3CCCCC3)C2)Oc2ccccc21	9%[87.6 µM]	-6%[172 µM]	-6%[88.5 µM]	?	56%[activator][87.6 µM]	?	3
Cc1cc(C)cc(Oc2coc3cc(OCC(=O)NC4CCCCC4)ccc3c2=O)c1	-1%	.	.	.	-3%	.	4
CN1c2cc(C(=O)NCc3ccc(F)cc3)ccc2C(=O)N2CCCC21 (centres undefined)	-5%[12.5 µM]	-13%	-3%	-4%	-5%	?	-7
O=C(NCc1cccnc1)C1CCCN(c2cnn(Cc3ccccc3)c(=O)c2)C1 (centres undefined)	0%	3%	i	-24%	-1%	-21%	-3
CC1=C[C@@H](CNS(=O)(=O)c2ccccc2)[C@H](C(C)C)C[C@H]1CC(=O)NCc1ccccn1	5%	-2%	-11%	?	12%	-25%	21
COC(=O)c1ccc(CSc2c(C(C)C)cnc3c2c(=O)n(C)c(=O)n3C)cc1	1%	.	.	.	-23%	.	-4
COCCNC(=O)[C@@H]1C[C@@H](O)CN1C1CCN(C(=O)c2ccc3c(c2)OCO3)CC1	0%	-2%	i	i	1%	-13%	6

Another view of part of the listing above.
O=C(Cn1ncc2c3ccccc3n(Cc3ccccc3)c2c1=O)N1CCCCCC1
- HEK293 viab = -1%
- Luciferase inh = .
- GPT2 inh = .
- NIH3T3 tox = .
- SNCA expr inh = -2%
- HEK293 tox = .
- IP6K1 inhibitor = 15

O=C(c1ccccc1)N1CCC(C(=O)N2CCCC(c3nc4ccncc4[nH]3)C2)CC1 (centres undefined)
- HEK293 viab = 2%
- Luciferase inh = .
- GPT2 inh = 3%
- NIH3T3 tox = -11%
- SNCA expr inh = -6%
- HEK293 tox = i
- IP6K1 inhibitor = 5

O=C(NC1CCCN(c2ccnc3ccnn23)C1)c1ccc2c(c1)OCO2 (centres undefined)
- HEK293 viab = ?
- Luciferase inh = .
- GPT2 inh = 0%
- NIH3T3 tox = ?
- SNCA expr inh = 21%
- HEK293 tox = 35µM*
- IP6K1 inhibitor = -6

O=C(Cc1ccc(F)cc1)NCCn1ccn2nc(-c3ccc(F)cc3)cc2c1=O
- HEK293 viab = 6%
- Luciferase inh = ?
- GPT2 inh = i
- NIH3T3 tox = ?
- SNCA expr inh = -7%
- HEK293 tox = ?
- IP6K1 inhibitor = -5

(further entries)
SMILES	HEK293 viab	Luciferase inh	GPT2 inh	NIH3T3 tox	SNCA expr inh	HEK293 tox	IP6K1 inhibitor
O=C1Nc2ccc(I)cc2/C1=C/c1cc(Br)c(O)c(Br)c1	-9%	.	3%	.	7%	.	.
COCc1cc(CC2(NC3CCN(C(C)=O)CC3)COC2)no1	1%[87.6 µM]	3%[172 µM]	i	i	-4%[87.6 µM]	2%[172 µM]	12
Cc1ccc(C(=O)N2CCC(C(NC(=O)c3ccccc3C)C(=O)NCC(C)C)CC2)cc1 (centres undefined)	-4%	-1%	i	-24%	?	0%	6
CC(C)(C)c1ccc(S(=O)(=O)/C=C/C#N)cc1	?	.	-1%	.	?	.	.
CS(=O)(=O)c1ccc(OCC2(CNCc3cccc(C(F)(F)F)c3)C[C@@H](O)[C@@H](O)C2)cc1 (some centres undefined)	0%	-8%	4%	?	-19%	79µM*	-2
CCNC(=O)N1CCCCCCN(C)C(=O)[C@@H]2CCC[C@@H]21	-7%	-1%	-4%	-16%	33%[activator]	4%	15
CCn1nc(C)c(CNC(=O)c2cc(COc3ccc4ncccc4c3)on2)c1C	-3%	-14%	4%	?	1%	?	17
Cn1nc(C(=O)N2CC(N(C3CCOCC3)S(C)(=O)=O)C2)c2ccccc21	-11%	0%	i	-7%	13%	-9%	-9
O=C(O)CCC(=O)N[C@H]1CO[C@H]2[C@@H]1OC[C@@H]2n1nnnc1Oc1ccc(-n2ccnc2)cc1	-2%	-5%	i	-12%	31%[activator]	i	12
CN(C)C(=O)c1cccnc1OC1CCN(C(=O)c2cccs2)C1 (centres undefined)	6%	-2%	i	-7%	35%[activator]	-2%	19
CCOc1ccc(C2C(C(N)=O)=C(C)Nc3nc(SCc4ccccc4)nn32)cc1 (centres undefined)	-6%	.	.	.	-21%	.	29
CC1CCN(CCc2nc3c([nH]2)CC(C)(C)CNC3=O)CC1	4%	-9%	i	-22%	17%	-12%	-13
COc1ccc(NC(=O)CSC2=Nc3ccccc3C3=NC(CC(=O)NCc4ccc5c(c4)OCO5)C(=O)N23)cc1 (centres undefined)	?	.	.	.	97%[activator]	.	12
CC(C)(C)OCC1CN(Cc2cccs2)C(=O)c2cccnc2O1 (centres undefined)	.	.	.	-23%	.	?	0
O=C(Cc1c[nH]c2ccccc12)N1CCC(Cc2nc(-c3ccccc3)n[nH]2)CC1	-15%	0%	-15%	?	-29%	?	-10
CCN(CC)CCCNC(=O)CSc1c2c(nc3cc(Cl)ccc13)CCCC2	?	.	.	.	?	.	11
COCCC(=O)N[C@H]1CC[C@]2(C)CCC([C@H](C)C(=O)N3CCC(C)CC3)[C@H](O)[C@H]2[C@@H]1C (some centres undefined)	0%	1%	?	-16%	0%	-14%	-4
CCOc1ccc(C2Cn3nnc(-c4nc(-c5ccsc5)no4)c3CO2)cc1 (centres undefined)	-1%	?	-2%	-28%	31%[activator]	-18%	-27*
O=C1NCCCCCCN(C(=O)C2CCC2)[C@H]2CCCC[C@@H]12	5%	-8%	i	-29%	-9%	?	-5
COc1ccc(-c2cc3c(ccn3C(C)C)c(C(=O)NCc3c(C)cc(C)[nH]c3=O)n2)cn1	-20%	2%	4%	?	-16%	?	-16
Cn1ccnc1C(=O)NCC(=O)N1CCCCCNC(=O)CC1c1ccccc1 (centres undefined)	6%	-15%	3%	-15%	-5%	-15%	-4
COc1ccccc1C(=O)N1CCC2(CC1)CC(=O)c1ccccc1O2	-13%[87.6 µM]	-1%[172 µM]	i	?	-2%[87.6 µM]	112µM*	10
Cc1ccc(-n2nc3n(c2=O)CCN(C(=O)c2ccccc2)C3)cc1	5%	?	i	?	53%[activator]	?	3
O=C(CN1C(=O)C2(SCC(=O)N2c2ccccc2)c2ccccc21)NCc1ccccc1 (centres undefined)	-9%	.	.	.	4%	.	-3
COc1cc(OC)cc(-c2cc3nc(C)c(CCC(=O)Nc4ccc(F)c(Cl)c4)c(C)n3n2)c1	-1%	.	.	.	?	.	47
O=C(Cc1ccccc1)NCCC1CCN(C(=O)Nc2ccc(F)cc2)CC1	-4%	-7%	i	-5%	13%	0%	-6
O=C(c1cccc(-n2cnnc2)c1)N(Cc1ccsc1)CC1CCCO1 (centres undefined)	6%	-10%	i	-5%	5%	4%	33
Cc1cccc(CC(=O)N2CCCCCC2c2nnc(-c3ccccc3)o2)c1 (centres undefined)	-11%	-5%	5%	?	58%[activator]	79µM*	12
COc1ccc(OCc2nc(C)c(CCO)c(=O)n2CC(=O)Nc2ccc(Cl)cc2F)cc1	4%	2%	?	?	4%	?	-4
COc1ccccc1CNC(=O)C(CC(C)C)NS(=O)(=O)c1ccc2c(c1)oc(=O)n2C (centres undefined)	-8%	.	.	.	-17%	.	37
